High-throughput results deposited in PubChem by several laboratories.
ERa coact pot = ER-alpha (human) coactivator binding potentiation; P03372; TR-FRET ERalpha-LBD/SRC-Cy5 coactivator binding, 2 h; 100 = basal binding, no effect; coactivator binding (% of control), % at 25.6 µM; 86,000 compounds, 1.3% hits; in the data active means activity above about 200%;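 further: binding measured in presence of low estradiol as agonist stimulus; 0% = peptide alone without receptor and 100% = receptor with peptide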
ERa SRC1 inh = ER-alpha (human) coactivator binding inhibition. P03372. TR-FRET ER-alpha LBD / SRC-1 peptide, estradiol-bound. inhibition, % at 25.6 µM. 86,000 compounds, 1.7% hits. AID 629; in the data active means inhibition above about 50%;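 further: 0% = receptor plus peptide control and 100% = peptide only without receptor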
FAK blocker = FAK (human) kinase inhibition; Q05397; biochemical FAK kinase activity assay; inhibition, %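 (tested at 7 µM)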; 97,000 compounds, 0.84% hits; AID 727; in the data active means inhibition above about 19%;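 further: 0% = DMSO and 100% = reference compound high control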
PLK1 kinase inh = inhibitors of human PLK1 kinase; 97,000 compounds, 0.53% hits; AID 619; recombinant PLK1 kinase, TR-FRET peptide phosphorylation; P53350; inhibition, % at 10 µM;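 active means inhibition of 50% or more in the single-concentration screen; inactive means inhibition below 50%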;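 further: 0% = DMSO max control and 100% = H-89 dihydrochloride min control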
CD11b adhes enh = increases human CD11b/CD18 adhesion to fibrinogen; P05107+P11215; K562 CD11b/CD18 adhesion to fibrinogen, ATPlite luminescence; activation, % at 10 µM; 93,000 compounds, 0.07% hits;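 active means 10 µM primary screen giving 50% or more activity, confirmed by 40% or more on retest at that dose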; further: strong numbers were not always called active
Target sequence (P05107 whole entry, looked up, other chains not shown): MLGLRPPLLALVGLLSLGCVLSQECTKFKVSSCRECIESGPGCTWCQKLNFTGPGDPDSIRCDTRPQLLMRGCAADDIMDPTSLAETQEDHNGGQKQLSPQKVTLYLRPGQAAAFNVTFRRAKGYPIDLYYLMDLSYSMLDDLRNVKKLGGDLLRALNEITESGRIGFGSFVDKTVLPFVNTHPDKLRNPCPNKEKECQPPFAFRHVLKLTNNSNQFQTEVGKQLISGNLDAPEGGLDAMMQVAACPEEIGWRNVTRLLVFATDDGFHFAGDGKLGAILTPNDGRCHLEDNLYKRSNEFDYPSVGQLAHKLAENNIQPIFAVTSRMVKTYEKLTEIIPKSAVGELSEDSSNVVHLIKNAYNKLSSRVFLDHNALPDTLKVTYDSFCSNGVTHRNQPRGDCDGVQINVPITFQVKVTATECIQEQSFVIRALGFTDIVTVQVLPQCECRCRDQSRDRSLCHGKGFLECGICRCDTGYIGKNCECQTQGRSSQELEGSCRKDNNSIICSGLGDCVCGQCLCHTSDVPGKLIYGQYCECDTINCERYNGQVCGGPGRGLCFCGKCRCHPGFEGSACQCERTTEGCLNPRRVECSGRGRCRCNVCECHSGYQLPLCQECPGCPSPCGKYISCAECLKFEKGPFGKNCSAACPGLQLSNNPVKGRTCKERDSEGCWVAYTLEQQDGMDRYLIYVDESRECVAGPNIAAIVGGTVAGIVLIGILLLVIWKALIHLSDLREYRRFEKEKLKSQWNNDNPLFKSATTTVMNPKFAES
CD11b adhes inh = CD11b/CD18-fibrinogen binding inhibition. K562 CD11b/CD18 adhesion to fibrinogen, ATPlite luminescence; Mn2+ added to activate the integrin. inhibition, % at 10 µM. 93,000 compounds, 0.54% hits. AID 1497;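 active means primary inhibition of 50% or more at 10 µM, then 40% or more on retest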; further: some results filed as inactive read as strong as hits
HIV Rev-RRE inh = inhibitors of HIV-1 Rev-RRE RNA interaction; P05866; 97,000 compounds, 0.79% hits; Rev peptide-RRE RNA binding, FRET; inhibition, % at 8 µM;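 active means inhibition above the screen-wide mean plus 3 SD, cut at about 35% in these data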;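 further: 0% = median DMSO wells and 100% = median Neomycin B control wells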
Target sequence (P05866 whole entry, looked up): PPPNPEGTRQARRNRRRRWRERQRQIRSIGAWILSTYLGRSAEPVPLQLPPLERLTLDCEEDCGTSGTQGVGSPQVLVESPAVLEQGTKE
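Test system – labelled RRE RNA duplex and labelled Rev peptide · Reagent – labelled Rev peptide · Doses – one concentration, 8 µM nominal · Incubation – 5 + 15 min at 25 °C · Signal – FRET fluorescence readout · Read-out basis – % inhibition of FRET ratio versus controls · Control set – DMSO wells as 0% and neomycin B wells as 100% inhibition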
ERb SRC1 inh = blocks coactivator binding to human estrogen receptor beta. Q92731. TR-FRET ER-beta LBD / SRC1-Cy5 peptide binding; receptor agonist-loaded with 1 µM estradiol. inhibition, % at 25.6 µM. 86,000 compounds, 1.3% hits. AID 633;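 active means compounds whose percent inhibition of the receptor-coactivator binding signal exceeds about 50% in the single-dose screen, limit read from the data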;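 further: 0% = receptor plus peptide wells without compound and 100% = peptide-only wells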
Plk1 PBD FP = inhibitors of human Plk1 polo box domain binding | P53350 | Plk1 PBD phosphopeptide binding, fluorescence polarization | inhibition, %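 (tested at about 20 µM)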 | 97,000 compounds, 0.13% hits | AID 693; in the data active means inhibition above about 34%, passing the limit was not always enough
* hit, by the source's call; nt = no result given; [ ] = dose if it differs, or a comment.

#1 O=C(O)C1CN2CCC1CC2 (configuration not stated)
#2 CN(C)C1=NP(N(C)C)(N(C)C)=NC(c2ccccc2)=N1
#3 CCCCn1c(C)c(C(=O)O)c2cc(OC)ccc21
#4 CC(C)CC1C(C#N)=C(N)Oc2c1c(=O)oc1ccccc21 (configuration not stated)
#5 COC(=O)c1ccc(-n2c(C)nc3ccccc3c2=O)cc1
#6 CCOC(=O)C1(c2ccccc2)CCN(Cc2cccc(C(=O)O)c2)CC1
#7 COC(=NC1CCCCC1)C(O)c1c[nH]c2ccccc12 (configuration not stated)
#8 CC(C)C1(C)N=C(c2ncccc2C(=O)O)NC1=O (configuration not stated)
assay / entry	1	2	3	4	5	6	7	8
PLK1 kinase inh	3	-11	-7	-12	-7	-6	-5	-4
FAK blocker	-1	-5	32*	-9	-2	-2	2	-1
ERa SRC1 inh	-10	-4	3	1	-7	-14	-5	nt
CD11b adhes inh	9	-3	5	5	4	-14	4	-6
ERa coact pot	115	101[fluorescence artefact?]	79	108	96	119	96	nt
HIV Rev-RRE inh	4	-2	9	7	13	5	-2	4
CD11b adhes enh	-3	2	-1	6	-1	-3	-2	-1
Plk1 PBD FP	10	1	-18	11	18	1	-19	4
ERb SRC1 inh	0	-11[fluorescence artefact?]	2	-9	-1	-15	-3	nt

#9 CNCC(O)c1cccc(OC(=O)c2ccccc2C)c1 (configuration not stated)
#10 COc1ccc(OC(=O)N(C)C)c(CN(C)C)c1
#11 c1cc2n(c1)-c1c(ccc3c1OCO3)CNC2c1ccc2c(c1)OCO2 (configuration not stated)
#12 COc1ccc(C2=NCC(=O)N(CC(=O)NCc3ccco3)c3sc4c(c32)CCCC4)cc1OC
#13 C(=NC12CN3CN(CN(C3)C1)C2)c1cccnc1
#14 COc1ccc(OC)c(-n2c(O)c(C=NCc3ccc4c(c3)OCO4)c(=O)[nH]c2=O)c1
#15 CCCCCCN=C(CC)c1c(O)n(CCCC)c(=O)[nH]c1=O
#16 N#Cc1cc2c(nc1SCC(=O)Nc1cc(Cl)ccc1Cl)C1CCN2CC1
assay / entry	9	10	11	12	13	14	15	16
PLK1 kinase inh	-6	4	-6	-14	-4	-5	0	-16
FAK blocker	3	0	2	-2	-10	8	1	-1
ERa SRC1 inh	-5	4	nt	nt	-8	-6	-34	-5
CD11b adhes inh	-9	-8	-2	-8	nt	-4	7	nt
ERa coact pot	87	100	nt	nt	128	121	75	98
HIV Rev-RRE inh	5	5	-7	1	5	4	4	10
CD11b adhes enh	0	-1	1	5	nt	0	2	nt
Plk1 PBD FP	7	24	1	6	-9	3	-17	1
ERb SRC1 inh	-3	6	nt	nt	-7[fluorescence artefact?]	-13	-20	-9

#17 CN(C)C1=NC(N(C)C)=NP(N(C)C)(N(C)C)=N1
#18 CCCCN1C(=O)/C(=C/c2ccc(N(C)C)cc2)C(=O)N(Cc2ccco2)C1=O
#19 N#Cc1ccccc1Cn1cc(C(=O)C2CC2)c2ccccc21
#20 CCCCN1C(=O)C(C2c3ccccc3C(=O)N2Cc2ccccc2)C(=O)NC1=S (configuration not stated)
#21 CC(C)c1ccc(N2C(=O)NC(=O)/C(=C\c3cnc(-c4ccccc4)nc3)C2=O)cc1
#22 CCCCN1C(=O)NC(=O)C2(Cc3c(nc4ccccn4c3=O)N3CCc4ccccc4C32)C1=O (configuration not stated)
#23 CC1SC2(CN3CCC2CC3)NC1=O (configuration not stated)
#24 Cc1ccc(CCN2CC(C(=O)N3CCC4(CC3)OCCO4)CC2=O)cc1 (configuration not stated)
assay / entry	17	18	19	20	21	22	23	24
PLK1 kinase inh	5	-12	-10	-9	-8	-19	-3	-6
FAK blocker	1	-12	2	-11	-6	-4	-2	-4
ERa SRC1 inh	-5	nt	0	3	nt	-8	37	7
CD11b adhes inh	-6	nt	-22	nt	34	6	26	1
ERa coact pot	123	nt	75	91	nt	107	109	128[fluorescence artefact?]
HIV Rev-RRE inh	4	53*	10	-1	15	4	6	2
CD11b adhes enh	0	nt	-4	nt	-4	1	4	0
Plk1 PBD FP	24	-1	5	-15	-3	2	8	-18
ERb SRC1 inh	4	nt	-1	-11	nt	-2	42	3[fluorescence artefact?]

#25 CCN1CCN(Cc2ccc(OC(F)(F)F)cc2)CC1
#26 CCCC(C)n1[nH]c(=O)c2c1NC(=O)CSC2c1ccc(OC)cc1 (configuration not stated)
#27 Cc1nnc2ccc(N3CCN(C)CC3)nn12
#28 COC(=O)CC1=C(C(=O)OC)C2(C(=O)Nc3c(C)cccc32)C(C#N)=C(N)O1 (configuration not stated)
#29 COCCNC(=O)c1c(N)n(Cc2ccco2)c2nc3ccccc3nc12
#30 COc1ccc(CCNC(=O)c2c(N)n(CCN3CCOCC3)c3nc4ccccc4nc23)cc1
#31 CC(=O)Nc1ccccc1OP1(=O)COc2ccccc2OC1
#32 Cc1ccc(N(C)C(=O)Oc2ccc(C(=O)c3ccc(Cl)cc3)cc2)cc1
assay / entry	25	26	27	28	29	30	31	32
PLK1 kinase inh	-13	-13	-18	-13	-16	-6	3	-13
FAK blocker	-2	-4	-6	0	-2	-2	-2	3
ERa SRC1 inh	0	0	2	2[fluorescence artefact?]	3	0[fluorescence artefact?]	-3	nt
CD11b adhes inh	-5	-6	1	4	14	22	-3	24
ERa coact pot	111[fluorescence artefact?]	114	93	94	79[fluorescence artefact?]	80[fluorescence artefact?]	115	nt
HIV Rev-RRE inh	4	5	4	1	36*	2	8	12
CD11b adhes enh	-1	3	1	1	1	59	-2	-1
Plk1 PBD FP	2	4	31	0	-34	-10	10	8
ERb SRC1 inh	5	-17	2	0[fluorescence artefact?]	19	3	-2[fluorescence artefact?]	nt

#33 CCOC(=O)C(O)(c1ccc(N(CC)S(=O)(=O)c2ccc(C)cc2)cc1)C(F)(F)F (configuration not stated)
#34 COc1ccc(CCNC(=O)c2c(N)n(CCN3CCOCC3)c3nc4ccccc4nc23)cc1OC
#35 O=C(Nc1ccc(Cl)cc1C(=O)c1ccccc1Cl)c1ccco1
#36 CCOP(=O)(C#CC(C)(C)C)C(C)(O)c1ccccc1 (configuration not stated)
#37 NC(=O)CN1C2CCC1CC(NC(=O)C1CC1)C2 (configuration not stated)
#38 C=CCn1c(O)c(C(C)=NCCO)c(=O)[nH]c1=O
#39 Cn1cc(CCC(=O)N2CCC3(CC2)OCCO3)c2ccccc21
#40 COC(=O)N(c1ccc(OC)cc1)P1(=S)OCCC(C)O1 (configuration not stated)
assay / entry	33	34	35	36	37	38	39	40
PLK1 kinase inh	-6	-1	-6	-4	-4	-13	4	-14
FAK blocker	2	2	6	0	6	0	0	10
ERa SRC1 inh	7	-9	nt	15	-13	nt	-2	nt
CD11b adhes inh	-2	2	nt	10	44	26	-5	-15
ERa coact pot	81	95[fluorescence artefact?]	nt	112[fluorescence artefact?]	139	nt	100	nt
HIV Rev-RRE inh	12	4	3	2	10	0	-3	-1
CD11b adhes enh	-4	-2	nt	-1	-5	-4	-3	-4
Plk1 PBD FP	13	-15	1	-10	-23	-5	-7	-12
ERb SRC1 inh	-4	1	nt	25	-3	nt	1	nt

Part of the list above, reduced to CD11b adhes inh and FAK blocker:
nr | molecule | CD11b adhes inh | FAK blocker
36 | CCOP(=O)(C#CC(C)(C)C)C(C)(O)c1ccccc1 (configuration not stated) | 10 | 0
37 | NC(=O)CN1C2CCC1CC(NC(=O)C1CC1)C2 (configuration not stated) | 44 | 6
38 | C=CCn1c(O)c(C(C)=NCCO)c(=O)[nH]c1=O | 26 | 0
39 | Cn1cc(CCC(=O)N2CCC3(CC2)OCCO3)c2ccccc21 | -5 | 0
40 | COC(=O)N(c1ccc(OC)cc1)P1(=S)OCCC(C)O1 (configuration not stated) | -15 | 10

Later entries.
#41 Cc1cc(C=O)c(C)n1C1CCCCC1
#42 CCOC(=O)CC1=C(C(=O)OCC)C2(C(=O)Nc3ccccc32)C(C#N)=C(N)O1 (configuration not stated)
#43 CCCCNC(=O)Nc1ccc(C(O)(C(=O)OCC)C(F)(F)F)cc1 (configuration not stated)
#44 CCOP(=O)(OCC)C(NC(=O)c1ccc(Cl)cc1)=C(Cl)Cl
#45 COCCCn1c(N)c(C(=O)OCCOC)c2nc3ccccc3nc21
#46 c1ccc(C(OCCN2CCNCC2)c2ccccc2)cc1
#47 COC(=O)CC1NC2CCCCC2NC1=O (configuration not stated)
#48 CCC(=NCc1ccc2c(c1)OCO2)c1c(O)n(C)c(=O)n(C)c1=O
assay / entry	41	42	43	44	45	46	47	48
PLK1 kinase inh	-7	-9	-12	-7	nt	-2	-9	-2
FAK blocker	0	-2	5	-7	nt	0	0	3
ERa SRC1 inh	-2	-2	-13	nt	-4	-3	1	6
CD11b adhes inh	-11	-21	0	nt	-10	-6	-6	32
ERa coact pot	95	93	115[fluorescence artefact?]	nt	106	109	118	104
HIV Rev-RRE inh	7	7	3	-4	nt	2	2	2
CD11b adhes enh	-1	2	0	nt	0	0	0	-2
Plk1 PBD FP	-11	-16	-14	-9	nt	-14	-8	6
ERb SRC1 inh	2	-9	-5[fluorescence artefact?]	nt	-1	8	-5[fluorescence artefact?]	5[fluorescence artefact?]

#49 CC(N)Cc1c[nH]c2ccc(Cl)cc12 (configuration not stated)
#50 CCCCCCn1c(O)c(C(C)=NC)c(=O)[nH]c1=O
#51 CC1C(c2cccs2)=[N+]([O-])C(C)(C(=O)c2ccc(Cl)cc2)N1O (configuration not stated)
#52 CC(C)Oc1ccc(Cc2c(O)[nH]c(=O)[nH]c2=O)cc1
assay / entry	49	50	51	52
PLK1 kinase inh	-7	-14	-7	-9
FAK blocker	2	0	7	1
ERa SRC1 inh	-7	-14	nt	-9
CD11b adhes inh	nt	-20	nt	-12
ERa coact pot	103	106	nt	102
HIV Rev-RRE inh	0	2	8	5
CD11b adhes enh	nt	8	nt	1
Plk1 PBD FP	-16	1	32	-12
ERb SRC1 inh	-13	-9	nt	-7

An excerpt of these results, with two lines to a compound.
Below each SMILES: PLK1 kinase inh, FAK blocker, ERa SRC1 inh, CD11b adhes inh, ERa coact pot, HIV Rev-RRE inh, CD11b adhes enh, Plk1 PBD FP, ERb SRC1 inh
51	CC1C(c2cccs2)=[N+]([O-])C(C)(C(=O)c2ccc(Cl)cc2)N1O (configuration not stated)
 : -7, 7, nt, nt, nt, 8, nt, 32, nt
52	CC(C)Oc1ccc(Cc2c(O)[nH]c(=O)[nH]c2=O)cc1
 : -9, 1, -9, -12, 102, 5, 1, -12, -7

This is a subset; rates above refer to the full screens.
